High-throughput results as filed in PubChem.
IL-1B inflam inh: inhibitors of inflammasome signaling (IL-1 beta secretion); 4.7% of 360,000 active; AID 743279; THP-1 LPS/ATP IL-1B secretion, AlphaLISA, 16 h; hits give low values; activity change, % at 57.5 µM; in the data active = activity change below about -50%; inconclusive = mostly about -30% to -49%; also: % is scaled to controls: 0 for no effect and ±100 for the full control effect
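THP-1 cells pretreated 1 hr with compounds (up to 57.5 uM final), then stimulated with LPS (250 ng/mL final) plus ATP (1.25 mM final); secreted IL-1B measured by AlphaLISA after 16 hr, decreased signal indicating inhibition.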
WRN helicase inh: WRN helicase (human) inhibition | WRN helicase unwinding, fluorescent forked duplex, kinetic | Q14191 | AID 651768 | Potency, µM (titrated, usually from 114 µM), for the others: top-dose activity change, negative = inhibition, most hits filed as inhibitors | 0.46% of 360,000 active; also: potency is read from the fitted curve at half-maximal effect; % is scaled to controls: 0 for no effect and ±100 for the full control effect; nearly all actives have a fitted effect of over 55% in size
Target sequence (Q14191 whole entry, looked up): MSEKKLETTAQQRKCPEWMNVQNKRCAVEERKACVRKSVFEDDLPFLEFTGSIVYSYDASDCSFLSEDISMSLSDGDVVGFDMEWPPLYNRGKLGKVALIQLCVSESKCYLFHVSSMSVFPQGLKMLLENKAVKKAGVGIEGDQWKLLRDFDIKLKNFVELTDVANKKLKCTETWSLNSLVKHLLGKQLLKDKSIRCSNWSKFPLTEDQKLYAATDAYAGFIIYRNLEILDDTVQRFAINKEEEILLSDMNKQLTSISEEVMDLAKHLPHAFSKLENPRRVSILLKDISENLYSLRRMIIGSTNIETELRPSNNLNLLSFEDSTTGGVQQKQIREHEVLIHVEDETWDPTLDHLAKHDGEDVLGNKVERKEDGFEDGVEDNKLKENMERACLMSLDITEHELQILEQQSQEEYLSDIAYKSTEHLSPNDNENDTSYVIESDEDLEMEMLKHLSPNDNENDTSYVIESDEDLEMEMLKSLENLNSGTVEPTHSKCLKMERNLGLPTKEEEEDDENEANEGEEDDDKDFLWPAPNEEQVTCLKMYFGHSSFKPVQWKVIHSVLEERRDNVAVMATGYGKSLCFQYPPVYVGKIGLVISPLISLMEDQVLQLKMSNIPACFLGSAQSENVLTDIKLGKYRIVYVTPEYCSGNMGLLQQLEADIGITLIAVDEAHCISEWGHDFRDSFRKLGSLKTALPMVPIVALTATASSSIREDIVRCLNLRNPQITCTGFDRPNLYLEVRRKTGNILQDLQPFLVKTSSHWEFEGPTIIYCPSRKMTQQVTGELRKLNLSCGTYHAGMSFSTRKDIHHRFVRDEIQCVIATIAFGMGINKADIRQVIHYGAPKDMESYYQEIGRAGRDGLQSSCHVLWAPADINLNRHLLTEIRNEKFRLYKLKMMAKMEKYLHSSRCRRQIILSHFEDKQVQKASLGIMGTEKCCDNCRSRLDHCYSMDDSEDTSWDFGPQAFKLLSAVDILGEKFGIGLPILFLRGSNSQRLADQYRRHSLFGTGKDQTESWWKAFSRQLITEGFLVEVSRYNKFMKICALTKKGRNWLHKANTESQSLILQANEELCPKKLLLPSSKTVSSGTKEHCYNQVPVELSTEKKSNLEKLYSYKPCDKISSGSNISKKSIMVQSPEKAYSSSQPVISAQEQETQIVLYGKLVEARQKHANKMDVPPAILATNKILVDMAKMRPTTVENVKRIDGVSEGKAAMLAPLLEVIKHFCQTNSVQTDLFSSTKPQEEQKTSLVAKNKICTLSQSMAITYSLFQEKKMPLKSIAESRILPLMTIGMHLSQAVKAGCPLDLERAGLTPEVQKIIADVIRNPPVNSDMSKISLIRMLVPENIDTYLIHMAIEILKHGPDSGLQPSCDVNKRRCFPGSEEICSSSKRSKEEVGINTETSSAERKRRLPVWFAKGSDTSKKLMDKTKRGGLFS
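WRN at 20 nM final was preincubated with compound for 15 min at room temperature; reaction started with 100 nM forked duplex oligonucleotide carrying fluorophore and quencher plus 2 mM ATP (final). Unwinding followed kinetically by red fluorescence (ex 525/em 598 nm).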
KB-V1 MDR tox: KB-V1 MDR subline cytotoxicity; KB-V1 MDR cells viability, CellTiter-Glo, 72 h; Potency, µM (series often up to 46.1 µM), inactives show top-dose activity change, negative = cytotoxicity, usual class: cytotoxic; 3.4% of 400,000 active; AID 1347076; also: potency is read from the fitted curve at half-maximal effect; % is scaled to controls: 0 for no effect and ±100 for the full control effect; nearly all actives have a fitted effect of over 60% in size
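Compound-treated KB-V1 multidrug-resistant cells, 72 h, 37 degrees C; viability by CellTiter-Glo. Fitted qHTS curves give the values.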
MCF10A rereplic: DNA re-replication induction in MCF 10a cells; AID 624296; MCF 10A DNA re-replication, Hoechst nuclear intensity, 48 h; Potency, µM (top dose mostly 46.1 µM), without a hit: at the top dose activity, positive = re-replication, most hits filed as activators; 2.9% of 350,000 active; also: potency is read from the fitted curve at half-maximal effect; % of control where 0% means no effect; nearly all actives have a fitted effect of over 50% in size
SW480 rereplic: DNA re-replication induction in SW480 cells. SW480 DNA re-replication, Hoechst DNA content imaging, 48 h. Potency, µM (top dose mostly 46.1 µM), without a hit: at the highest dose re-replication activation, usual class: activators. 1.8% of 340,000 active. AID 624297; also: potency is read from the fitted curve at half-maximal effect; % of control where 0% means no effect; nearly all actives have a fitted effect of over 55% in size
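Quantitative HTS format with DMSO vehicle controls; 48 hr drug incubation at 37 C, then 40 min Hoechst staining and scanning imager measurement at 405 nm excitation.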
ATXN2 expr inh: reduces ATXN2 reporter expression in HEK-293 cells; HEK-293 ATXN2-luciferase reporter, luminescence, 24 h; Potency, µM (highest dose often 57 µM), for inactives: top-dose activity change, negative = inhibition, usual class: inhibitors; 0.72% of 360,000 active; also: potency is read from the fitted curve at half-maximal effect; % is scaled to controls: 0 for no effect and ±100 for the full control effect; nearly all actives have a fitted effect of over 55% in size
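qHTS (up to 57 uM final) was run with 24 h compound exposure of reporter cells at 37 °C. Each well was multiplexed: SteadyGlo luminescence measured ATXN2-luciferase expression after a fluorogenic Gly-Phe-AFC viability readout (25 uM final).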
HT1080NT lethal: kills 2HG-producing HT-1080-NT fibrosarcoma cells. HT-1080-NT fibrosarcoma viability, CellTiter-Glo ATP luminescence, 48 h. Potency, µM (doses to about 46.1 µM), inactives show at the top dose activity, negative = less viability, usual class: cytotoxic. 1.6% of 360,000 active;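 also: NT is the 2HG producing partner of a matched IDH1 knockdown line; potency is read from the fitted curve at half-maximal effect; 0% = DMSO-treated cells and -100% = media-only wells without cells; nearly all actives have a fitted effect of over 55% in size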
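Toxicity toward the 2HG-producing NT line was scored as %Activity, normalised to DMSO and no-cell wells, from CellTiter-Glo luminescence after 48 hours' treatment.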
KB-3-1 tox: KB-3-1 parental cell cytotoxicity; KB-3-1 viability, CellTiter-Glo ATP luminescence, 72 h; Potency, µM (titrated, usually from 46.1 µM), inactives show at the top dose activity change, negative = cytotoxic, most hits filed as cytotoxic; 1.4% of 400,000 active; AID 1347075; also: potency is read from the fitted curve at half-maximal effect; % is scaled to controls: 0 for no effect and ±100 for the full control effect; nearly all actives have a fitted effect of over 60% in size
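Luminescent ATP read-out (CellTiter-Glo) measures survival of drug-naive KB-3-1 cells after 72 h compound exposure at 37 °C. Titration series was screened from lowest to highest concentration, with DMSO vehicle plates as background controls.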
HT1080 IDH1KD tx: kills HT-1080 cells with IDH1 knockdown. 2% of 360,000 active. HT-1080 IDH1 knockdown viability, ATP luminescence, 48 h. Potency, µM (titrated, usually from 46.1 µM), without a hit: top-dose activity, negative = toxicity, usual class: cytotoxic;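 also: potency is read from the fitted curve at half-maximal effect; 0% = DMSO wells and -100% = cell-free medium wells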
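CellTiter-Glo luminescence after 48 h compound exposure at 37 degrees C of IDH1-knockdown HT-1080 cells in 5% FBS RPMI. %Activity scaled between DMSO wells and cell-free media wells, with curves fitted and assigned curve classes.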
* hit, by the source's call; ? = inconclusive; · = not tested or not shown; [ ] = another dose, or the depositor's remark. Unless noted, calls follow the shape of the dose curve; as a rule, active = well fitted curve in the direction sought with a large enough effect; inconclusive = small, poorly fitted or top-dose-only effect, or another doubt; inactive = no such curve, though single readings can be large; an effect the other way counts as inactive or inconclusive. Rows are unselected; about 12% have a hit in one of these screens.

SMILES	IL-1B inflam inh	WRN helicase inh	KB-V1 MDR tox	MCF10A rereplic	SW480 rereplic	ATXN2 expr inh	HT1080NT lethal	KB-3-1 tox	HT1080 IDH1KD tx
CN1CCN(S(=O)(=O)c2ccc(NC(=O)c3ccc(Br)o3)cc2)CC1	11.5	3.3%	9.2µM*	16.6%	-5.1%	8.9%	4.8%	-3.2%	-2.2%
CCCc1nc2ccccc2c(=O)n1NC(=O)c1c(O)c2cccc3c2n(c1=O)CCC3	5.4	4.5%	?	2.5%	2.8%	5.2%	12.0%	?	2.4%
COc1ccc(C2CC(=O)c3cc(OC)c(OC)cc32)cc1OC (centres undefined)	49.1	-32.9%	-5.4%	5.2%	0.3%	5.5%	-18.7%	-1.3%	-22.2%
CCOCCCNC(=O)c1cn(C)c2ccc(S(=O)(=O)N3CCCCC3)cc2c1=O	0.7	-7.2%	13.8%	0.4%	-32.6%[inhibitor]	10.6%	-3.7%	?	16.3%
O=C(NCc1ccco1)NC12CC3CC(CC(C3)C1)C2	-7.9	5.7%	15.1%	16.6%	-7.1%	-2.8%	-1.6%	-16.1%	-4.1%
COC(=O)c1ccc(CSc2ncn[nH]2)o1	-8.3	9.4%	12.6%	1.0%	-0.9%	4.5%	-5.1%	-0.5%	2.2%
COc1ccc(NC(=O)c2oc3ccccc3c2C)cn1	33.6	3.2%	-23.7%	6.2%	-2.4%	45.3%[activator]	1.5%	1.2%	-3.2%
FC(F)(F)c1nnc2ccc(N3CCCCC3)nn12	91.8	-4.3%	?	0.0%	-2.3%	22.2%	-0.5%	-17.0%	5.6%
CC(C)(C)NC(=S)N/N=C/c1c(Cl)cccc1Cl	65.5	4.6%	-4.9%	1.9%	-0.7%	·	-2.9%	-7.8%	0.3%
C=CCSc1nc2sc(C)c(C)c2c(=O)[nH]1	4.8	-8.7%	4.7%	6.7%	-6.9%	-11.1%	-2.4%	23.4%	-0.9%
C=CCn1c(SCC(=O)Nc2sccc2C(N)=O)nc2sc(CC)cc2c1=O	-29.8	-14.5%	-10.4%	?	?	-36.6%	?	?	?
COc1ccc(OC)c(NC(=O)COC(=O)c2ccc(OC)c(S(=O)(=O)N3CCCC3)c2)c1	4.6	-14.0%	-5.9%	1.1%	-2.2%	-10.8%	-3.1%	0.5%	-2.2%
COC(=O)c1ccc(/C=C2\N=C(SC)SC2=O)cc1	9.0	-19.7%	-0.4%	9.1%	-5.5%	5.8%	3.9%	-2.3%	14.6%
O=C(c1cc(C2CC2)on1)N1CCOCC1	-2.9	5.7%	-16.6%	0.4%	-7.0%	7.7%	16.5%	-5.1%	1.2%
CC(C)Nc1nc(NC(C)C)nc(Oc2ccc(OCc3ccccc3)nn2)n1	-17.5	-2.0%	-11.6%	-18.1%	-3.8%	6.3%	-1.4%	-1.1%	-1.0%
COc1cc(OC)cc(C(=O)Nc2ccc(-c3nc4ccccc4o3)cc2)c1	46.5	-8.9%	?	?	-4.7%	-8.5%	?	-17.9%	?
Cn1c(CN2CCOCC2)nnc1SCC(=O)Nc1ccc2c(c1)OCCO2	0.0	-5.2%	-11.3%	0.4%	-2.3%	2.0%	9.3%	-6.3%	-14.2%
CCN1CCN(Cc2c3ccccc3cc3ccccc23)CC1	-86.3*	-12.0%	?	8.4%	-1.5%	-24.7%	-14.9%	?	-29.4%
Cc1ccc(CN=Cc2[nH]c3ccc(Br)c(Cl)c3c2O)cc1	0.0	-18.6%	5.2%	3.9%	-9.1%	-21.3%	-24.3%	-4.8%	17.8µM*
O=C(Nc1cccnc1)c1sc2cccc(F)c2c1Cl	13.8	1.2%	?	2.7%	-2.3%	70.2%[activator]	-0.9%	0.4%	-11.6%
CSCCC(NC(=O)c1ccccc1)C(=O)NNC(=O)c1ccccc1 (centres undefined)	?	4.5%	13.1%	0.6%	12.5%	5.1%	-4.4%	-30.2%	-2.3%
O=C(NCc1ccco1)C(c1ccccc1)N(CC1CCCO1)C(=O)Cn1nnc2ccccc21 (centres undefined)	1.0	-2.1%	20.6µM*	-4.2%	?	4.0%	-4.4%	1.2%	0.4%
CCOC(=O)c1cnc2c(C(F)(F)F)cccc2c1N1CCN(C)CC1	-12.4	6.9%	-7.3%	6.6%	-8.8%	-26.5%	-24.1%	-1.3%	-26.3%
COc1ccc([C@H]2C[C@@H](O)C[C@@H](CCn3cc(-c4ccccc4)nn3)O2)cc1	54.8	-5.6%	-18.6%	·	·	0.6%	11.5%	9.4%	11.7%
CCC(C)C(NC(=O)CCC(=O)OCC(=O)[C@@]1(O)CCC2[C@@H]3CCC4=CC(=O)C=C[C@]4(C)C3[C@@H](O)C[C@@]21C)C(=O)O (some centres undefined)	?	-1.8%	43.6%	-17.5%	-1.4%	·	16.3%	22.3%	26.5%
O=C(c1noc2c1CCCC2)N1CCOCC1	16.4	1.6%	3.4%	-2.3%	1.2%	-4.9%	11.0%	-4.2%	20.0%
O=C(COC(=O)/C=C/c1ccc(C(F)(F)F)cc1)NCc1ccco1	1.7	0.2%	-4.5%	5.3%	3.3%	-11.3%	2.7%	-15.6%	-1.4%
CCN(C(=S)NC(=O)c1ccccc1Br)C1CCCCC1	0.0	-3.9%	-19.1%	3.0%	0.517µM*	-0.5%	7.1%	0.0%	3.3%
COc1ccc(OC)c(NC(=O)C2CCCCC2C(=O)O)c1 (centres undefined)	10.8	10.6%	14.1%	-3.6%	-5.0%	0.3%	2.8%	8.0%	-1.9%
Cn1c(=O)c2c(n(Cc3ccccc3)c1=O)NC(=O)C2CC(=O)NCc1cccc(Cl)c1 (centres undefined)	9.6	-13.7%	25.8%	-10.2%	-0.4%	0.7%	0.6%	-2.2%	6.6%
C[C@H]1COc2cccc(N3CCC[C@@H]3CO)c2S(=O)(=O)N1	19.0	7.2%	4.5%	·	·	-5.2%	?	13.1%	18.5%
O=C(CNc1ccccc1C(=O)O)c1ccccc1	25.9	?	-5.4%	-0.4%	-5.6%	-12.6%	-0.2%	16.6%	-2.6%
COC(=O)CC(NC(=S)NC(=O)c1ccccc1)c1ccc(Br)cc1 (centres undefined)	16.3	-1.9%	-10.6%	2.5%	-23.5%	·	6.2%	5.5%	-0.5%
Cc1ccc([C@H]2C[C@@H](n3cc(C4CC4)nn3)[C@H](O)CN2CC2CCCCC2)cc1	-11.4	-6.4%	?	·	·	?	-3.9%	20.6µM*	-5.1%
CCCOc1cccc(C(=O)NCCNC(=O)c2ccccn2)c1	30.1	9.5%	-23.1%	12.3%	-9.1%	6.6%	0.0%	-7.4%	-1.5%
C=C1CCC[C@]2(C)C[C@H]3OC(=O)C(CNC(CC)CO)[C@H]3CC12 (some centres undefined)	-97.7*	4.0%	-21.5%	18.6%	?	-20.5%	?	-0.1%	20.6µM*

3 of the compounds above, as comma-separated lines.
Molecule,IL-1B inflam inh,WRN helicase inh,KB-V1 MDR tox,MCF10A rereplic,SW480 rereplic,ATXN2 expr inh,HT1080NT lethal,KB-3-1 tox,HT1080 IDH1KD tx
CCC(C)C(NC(=O)CCC(=O)OCC(=O)[C@@]1(O)CCC2[C@@H]3CCC4=CC(=O)C=C[C@]4(C)C3[C@@H](O)C[C@@]21C)C(=O)O (some centres undefined),?,-1.8%,43.6%,-17.5%,-1.4%,·,16.3%,22.3%,26.5%
O=C(c1noc2c1CCCC2)N1CCOCC1,16.4,1.6%,3.4%,-2.3%,1.2%,-4.9%,11.0%,-4.2%,20.0%
O=C(COC(=O)/C=C/c1ccc(C(F)(F)F)cc1)NCc1ccco1,1.7,0.2%,-4.5%,5.3%,3.3%,-11.3%,2.7%,-15.6%,-1.4%

Next part
SMILES	IL-1B inflam inh	WRN helicase inh	KB-V1 MDR tox	MCF10A rereplic	SW480 rereplic	ATXN2 expr inh	HT1080NT lethal	KB-3-1 tox	HT1080 IDH1KD tx
NS(=O)(=O)c1cccc(NC(=O)COC(=O)CC2CC3CCC2C3)c1 (centres undefined)	-1.3	-8.8%	-17.7%	?	-5.9%	5.9%	-5.2%	-6.5%	-9.5%
Cc1cc(C(=O)NNc2ccc(F)cc2)no1	5.0	-20.3%	4.5%	13µM*	-9.2%	-7.4%	?	?	5.17µM*
COc1ccccc1-n1cc(C(=O)NCC(=O)NCc2ccc(F)cc2)c2ccccc2c1=O	-23.1	-1.3%	8.8%	14.0%	4.0%	6.1%	0.1%	4.6%	-5.1%
CN(C(=O)c1cccc(NC(=O)Cc2ccc(NC(=O)C3CCCN(C(=O)c4ccccc4)C3)cc2)c1)C1CCC1 (centres undefined)	29.5	-9.2%	12.9%	29.7%	9.3%[9.22 µM]	2.5%	7.0%	6.5%	12.5%
Cc1ccc(OC(=O)c2cccnc2)cc1	24.8	2.2%[57.1 µM]	?	1.8%	2.1%	16.7%	19.7%	2.0%	17.3%
CCOC(=O)C1=CN(Cc2ccco2)S(=O)(=O)NC1c1ccc(C(F)(F)F)cc1 (centres undefined)	14.4	-10.9%	0.0%	7.3%	-3.0%	5.5%	8.0%	0.0%	-0.9%
CC(C)CNC(=O)c1c(N)n(/N=C/c2ccccn2)c2nc3ccccc3nc12	-10.4	1.4%	0.0%	18.4µM*	?	-4.1%	0.7%	-6.0%	-3.4%
COc1cc(OC)c(C(=O)Nc2ccc(C(=O)c3ccccc3)cc2)cc1OC	?	4.2%	-5.3%	0.6%	-1.3%	-12.5%	1.1%	-3.4%	-0.7%
O=C(CN1C(=O)NC2(CCCCC2)C1=O)NCc1cccs1	-2.2	-2.5%	?	0.4%	0.4%	-15.1%	2.7%	-0.1%	-2.2%
CC(N)(C(=O)O)c1cccc(OCc2cccc(Cl)c2)c1 (centres undefined)	?	-11.1%	10.4%	-1.9%	17.7%	24.0%	-0.6%	17.8%	11.3%
Cc1cccc(NC(=O)CNC(=O)Cn2ncc(Cl)c(Cl)c2=O)c1C	-100.2*	?	?	5.17µM*	8.2µM*	?	25.9µM*	?	7.31µM*
